High-throughput results: PubChem BioAssay, National Center for Advancing Translational Sciences (NCATS)
HCMV inh: human cytomegalovirus inhibition; hit rate 4.5% among 410,000; activity change, negative = inhibition, % at 57.5 µM; HFF cells, HCMV-luciferase reporter, 72 h; hits give low values; in the data active = activity change below about -60%; inconclusive = no clear call, values can overlap the other calls; inactive = above about -39%
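HFF cells seeded 16 h at 37C, treated with compounds, infected with luciferase-reporter HCMV at MOI 1 PFU/cell; luciferase read at 72 h post infection, normalized to buffer-only and Salinomycin controls.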
Sm TGR inh: blocks Schistosoma mansoni thioredoxin glutathione reductase; purified TGR, DTNB reduction, TNB absorbance 405 nm; Potency, µM (doses to about 114 µM), inactives show at the highest dose activity change, negative = inhibition, hits mostly inhibitors; hit rate 3% among 360,000; AID 485364; also: potency is read from the fitted curve at half-maximal effect; nearly all actives have a fitted effect of over 60% in size
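TGR 20 nM + NADPH 100 uM (dispensed conc.), cpd preinc 15 min RT; start with NADPH (500 uM addition) then DTNB (15 mM addition). Kinetic TNB absorbance, 405 nm filter. Four-parameter Hill fit across titration.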
AmpC inh detg: inhibitors of E. coli AmpC beta-lactamase with detergent | P00811 | AmpC hydrolysis of nitrocefin, absorbance 480 nm, 0.01% Triton | Potency, µM (highest dose often 114 µM), without a hit: top-dose activity change, negative = inhibition, most hits filed as inhibitors | hit rate 0.041% among 370,000 | AID 485294;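 also: potency is read from the fitted curve at half-maximal effect; 0% = no-compound wells and -100% = no-enzyme wells; nearly all actives have a fitted effect of over 25% in size; some results filed as inactive show a strong effect at the top dose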
Target sequence (P00811 whole entry, looked up): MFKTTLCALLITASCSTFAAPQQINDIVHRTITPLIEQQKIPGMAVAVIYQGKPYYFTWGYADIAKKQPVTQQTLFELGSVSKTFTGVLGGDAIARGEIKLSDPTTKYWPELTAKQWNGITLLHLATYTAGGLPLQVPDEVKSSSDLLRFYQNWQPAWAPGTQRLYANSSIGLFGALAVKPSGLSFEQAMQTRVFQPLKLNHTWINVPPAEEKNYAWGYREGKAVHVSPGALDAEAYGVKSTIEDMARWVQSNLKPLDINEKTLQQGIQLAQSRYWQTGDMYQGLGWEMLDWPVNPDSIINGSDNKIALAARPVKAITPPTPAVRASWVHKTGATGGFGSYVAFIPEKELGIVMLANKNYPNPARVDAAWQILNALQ
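AmpC (5.3 nM in the dispensed reagent) in 20 mM phosphate pH 7.0 with 0.01% (detergent screen) or 0.0001% Triton X-100 was preincubated with compounds for 15 min at room temperature. Nitrocefin was then added from an 800 uM solution, and hydrolysis was followed at 480 nm.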
HCV inh: blocks hepatitis C virus | Huh7.5.1 HCVcc-Cre infection, luciferase reporter, 44 h | Potency, µM (highest dose often 41.8 µM), without a hit: at the top dose activity change, negative = inhibition, most hits filed as inhibitors | hit rate 3.4% among 340,000 | AID 651820; also: potency is read from the fitted curve at half-maximal effect
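Luciferase read-out (15 sec integration) after a 15 min room-temperature substrate step quantifies HCVcc-Cre infection. Cells, 1,000 per well, had compound added 4 h post-plating, then virus at ~0.5 moi, and were cultured 44 h.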
AmpC inh no detg: inhibitors of E. coli AmpC beta-lactamase without detergent. P00811. AmpC nitrocefin hydrolysis, absorbance 480 nm, 0.0001% Triton. Potency, µM (highest dose often 57.1 µM), inactives show top-dose activity change, negative = inhibition, actives largely listed as inhibitors. hit rate 0.52% among 330,000;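 also: potency is read from the fitted curve at half-maximal effect; plate controls were no compound for no effect and no enzyme for full effect; nearly all actives have a fitted effect of over 20% in size; some results filed as inactive show a strong effect at the top dose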
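AmpC (5.3 nM in the dispensed reagent) in 20 mM phosphate pH 7.0 with 0.01% (detergent screen) or 0.0001% Triton X-100 was preincubated with compounds for 15 min at room temperature. Nitrocefin was then added from an 800 uM solution, and hydrolysis was followed at 480 nm.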
FBPA Giardia inh: inhibitors of Giardia lamblia fructose-1,6-bisphosphate aldolase. A8B2U2. purified Giardia FBPA. Potency, µM (titrated, usually from 59.6 µM), inactives show top-dose activity, negative = inhibition, most hits filed as inhibitors. hit rate 0.71% among 290,000; also: potency is read from the fitted curve at half-maximal effect; nearly all actives have a fitted effect of over 55% in size
Target sequence (A8B2U2 whole entry, looked up): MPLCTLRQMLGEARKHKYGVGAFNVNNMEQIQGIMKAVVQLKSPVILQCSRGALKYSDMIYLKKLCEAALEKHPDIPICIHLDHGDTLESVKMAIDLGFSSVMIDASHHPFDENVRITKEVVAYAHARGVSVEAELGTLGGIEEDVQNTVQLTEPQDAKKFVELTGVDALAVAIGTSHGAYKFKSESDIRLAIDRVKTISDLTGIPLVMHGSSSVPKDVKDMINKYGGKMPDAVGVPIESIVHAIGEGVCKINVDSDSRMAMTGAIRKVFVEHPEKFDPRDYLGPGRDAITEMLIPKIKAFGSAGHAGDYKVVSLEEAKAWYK
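40 nM FBPA preincubated 10 min at RT with compound (up to 57.5 uM final), then substrate plus GAPDH/TPI/NAD/arsenate coupling and diaphorase/resazurin added. Fluorescence read after 20 min at RT, 525/598 nm.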
* marks the source's active call; other numbers are inactive results; ? = inconclusive; · = no result given; [ ] = remark or other dose. Unless noted, calls follow the shape of the dose curve; as a rule, active = well fitted curve in the direction sought with a large enough effect; inconclusive = small, poorly fitted or top-dose-only effect, or another doubt; inactive = no such curve, though single readings can be large; an effect the other way counts as inactive or inconclusive. Unless noted, % is scaled to controls: 0 for no effect and ±100 for the full control effect.

Values run as follows: FBPA Giardia inh	AmpC inh detg	HCV inh	Sm TGR inh	HCMV inh	AmpC inh no detg
> CCOc1cc(N2CCOCC2)c(OCC)cc1NC(=O)c1nc2nccc(C)n2n1
  -18%	?	·	-4%	·	-6%
> Cc1ccccc1N(CC(=O)N/N=C/c1ccc(N(C)C)cc1)C(=O)c1ccccc1
  -2%	-9%	?	-15%	-34	8%
> O=C(NCC(c1ccco1)N1CCc2ccccc2C1)c1ccc(Br)cc1 (configuration not stated)
  ·	?	?	-17%	-11	-8%
> COC(=O)/C=C\C(=O)Nc1cccc([N+](=O)[O-])c1
  ?	-16%	?	0.79µM*	-87*	-58%
> Cc1ccc(COC(=O)CN2C(=O)NC3(CCCC3)C2=O)cc1
  ·	?	3%	-26%	-32	-19%
> Cc1cc(-c2cccc([N+](=O)[O-])c2)nc2ccccc12
  -22%	-10%	?	-15%	17	-25%
> CCc1nn(C(CC)C(=O)NCc2cccc(OC)c2)c(=O)c2cc3occc3n12 (configuration not stated)
  -2%	-13%	?	?	?	-4%
> CS(=O)(=O)N(CCc1ccccc1)CC(=O)NCC1CCCO1 (configuration not stated)
  2%	1%	5%	2%	?	-2%
> O=C1c2cccc3c([N+](=O)[O-])ccc(c23)C(=O)N1c1ccc(Cl)cn1
  -22%	-13%	10µM*	14µM*	-105*	-11%
> CCOC(=O)CCCCC(=O)c1[nH]c(=O)[nH]c1CSCCO
  0%	-7%	28%	-16%	11	-19%

Compounds above containing four or more nitrogen atoms, in the order listed:
Values run as follows: FBPA Giardia inh	AmpC inh detg	HCV inh	Sm TGR inh	HCMV inh	AmpC inh no detg
> CCOc1cc(N2CCOCC2)c(OCC)cc1NC(=O)c1nc2nccc(C)n2n1
  -18%	?	·	-4%	·	-6%
> Cc1ccccc1N(CC(=O)N/N=C/c1ccc(N(C)C)cc1)C(=O)c1ccccc1
  -2%	-9%	?	-15%	-34	8%
> CCc1nn(C(CC)C(=O)NCc2cccc(OC)c2)c(=O)c2cc3occc3n12 (configuration not stated)
  -2%	-13%	?	?	?	-4%

More records
Values run as follows: FBPA Giardia inh	AmpC inh detg	HCV inh	Sm TGR inh	HCMV inh	AmpC inh no detg
> COC(=O)c1[nH]nc2c1C(=O)N(C1CCCCC1)C2=O
  -5%	0%	5%	9%	-8	-19%
> O=C(c1ccccc1)C1C(=O)c2ccccc2C1=O
  -2%	-13%	8%	-27%	11	-21%
> CC1CCc2cc(F)ccc2N1C(=O)c1ccc2c(c1)OCO2 (configuration not stated)
  8%	2%	-11%	2%	-16	4%
> O=C(OCCCN1CCCC1)C1(c2ccccc2)CCCC1
  0%	?	-17%	-12%	?	-6%
> COCCSc1nnc(NC(=O)C(C)(C)C)s1
  ·	-12%	14%	25%	25	0%
> O=C1NN(c2ccc(Cl)cc2)C(=O)/C1=C\c1ccc(-c2cccc(C(=O)O)c2)o1
  7%	-8%	-10%	-12%	23	-27%
> CCOc1ccc(-c2cc(NC(=O)c3cccc(Cl)c3)c(C(=O)OC)s2)cc1
  ·	15%	·	-2%	0	·
> Fc1ccc(-c2nn(-c3ccccc3)cc2CNCc2ccccc2)cc1
  2%	-7%	?	·	?	-6%
> CCN(c1ccccc1)S(=O)(=O)c1ccc(Cl)c(NC(=O)CSc2nncs2)c1
  0%	-9%	?	-8%	-22	-26%
> COc1ccc(CN2CCS(=O)(=O)CC2)cc1OC
  0%	2%	9%	11%	-2	-12%
> COc1ccc(-c2noc(CN(C)S(=O)(=O)c3c(C)cc(C)cc3C)n2)cc1OC
  ·	22%	·	11%	-19	·
> Cc1cc(S(=O)(=O)Nc2noc3ccccc23)ccc1F
  20%	-5%	5%	14%	-14	8%
> CCO[C@H]1OC(C(=O)N2CCCCCCC2)=C[C@@H](c2csc3ccccc23)[C@@H]1CCCO
  -5%	7%	-1%[8.37 µM]	0%	-7	180%[activator]
> Cc1ccc(NC(=S)NC2CCCC2)cc1C
  -3%	-12%	-13%	5%	-10	-19%
> COc1ccc(NC(=O)CN(Cc2ccco2)Cc2ccco2)cc1S(=O)(=O)N1CCCCC1
  ·	-2%	?	0%	-25	10%
> Cc1cccc(N(C)C(=O)c2cc3c(=O)oc4ccc(C)cc4c3s2)c1
  ·	-1%	·	-7%	-12	·
> O=C(NC(=S)N1CCc2ccccc21)c1ccccc1Br
  17%	-3%	7%	-15%	54	-15%
> O=C(O)CCCn1c(=S)[nH]c2c(sc3ccc([N+](=O)[O-])cc32)c1=O
  ?	-11%	15%	-15%	-24	-12%
> CC(=O)c1ccc(N2CCCCCC2)c(F)c1
  0%	-9%	15%	-29%	60	-17%
> O=C(CCCOc1ccc(Cl)cc1Cl)Nc1ccncc1
  -7%	0%	?	-32%	-61*	-3%
> CCOC(=O)C1=C(C)NC(SCC(=O)O)=NC1c1ccccc1 (configuration not stated)
  3%	-5%	13%	0%	·	-34%
> CCOC(=O)C1=C(C)N(C)C(=O)C1CC(=O)O (configuration not stated)
  5%	0%	-16%	-6%	50	-1%
> CC1CN(CCc2ccccc2)c2nc3c(c(=O)[nH]c(=O)n3C)n2C1 (configuration not stated)
  -2%	-6%	-30%	7%	2	-4%
> NC(=O)N/N=C\c1cc(Br)ccc1O
  15%	-6%	17%	-13%	19	-15%
> CCCC(C)NC(=O)COC(=O)c1ccc(Cl)c(S(N)(=O)=O)c1 (configuration not stated)
  0%	-7%	-4%	-3%	146	-8%
> C/C(=N\O)c1ccc2c3c([nH]c2c1)CCCC3
  -24%	-5%	?	0%	16	-51%
> CC1(C)C(C=C(Cl)Cl)C1C(=O)N(Cc1ccc(Cl)cc1)C1CCS(=O)(=O)C1 (configuration not stated)
  1%	-11%	8%	-13%	1	103%[activator]
> COc1cc(C#Cc2c(-c3cncn3C)n(C)c3ccc(-c4ccc(OC)nc4)cc23)cc(OC)c1
  ·	-6%	-33%	-6%	-5	14%
> O=C(NCc1ccco1)C1CCN(c2ccc(S(=O)(=O)N3CCOCC3)cc2[N+](=O)[O-])CC1
  2%	1%	-7%	3%	18	-6%
> Cc1ccc(NC(=S)NC(=O)c2ccc(-c3ccc(Cl)cc3)o2)c(O)c1
  18%	-9%	10%	-8%	-8	-29%
> O=C(O)CC/C(=N\NC(=O)c1ccc(F)cc1)c1ccc(Br)cc1
  3%	-11%	16%	2%	-11	-28%
> Cc1ccc2nc(-c3ccc(NC(=O)COc4ccc(Cl)c(C)c4)cc3)sc2c1
  ·	-1%	·	-2%	22	·
> CC1=NN(C(=O)c2ccccc2Cl)C(O)(c2ccccc2)C1 (configuration not stated)
  5%	0%	8%	5%	6	-8%
> CCOc1ccc(NC(=O)CN(C)C(=O)c2cccnc2Sc2ccccc2Cl)cc1OCC
  ·	0%	?	0%	?	76%[activator]
> O=C(NC(=S)N1CCOCC1)c1ccccc1Cl
  ·	-9%	10%	7%	0	-2%
> CN(C)/C=C/C(=O)c1c(F)cccc1F
  6%	8%	-8%	-1%	13	-17%
> S=C(Nc1ccc(Cl)c(Cl)c1)NC1CCCCC1
  10%	-3%	?	2%	-99*	-31%
> O=C(CSc1nc2c(c(=O)[nH]1)CCC2)Nc1ccccc1C(F)(F)F
  ·	-5%	·	-8%	3	·
> Cn1cccc1C(=O)OCC(=O)NCCc1ccc(S(N)(=O)=O)cc1
  ·	·	5%	·	-26	-14%
> CCOC(=O)C1CCCN(C(=O)c2ccc3nc(-c4ccccc4)c(-c4ccccc4)nc3c2)C1 (configuration not stated)
  ·	-3%	-15%	2%	-25	210%[activator]
> Cc1cc(C)nc(Sc2ccc(C=O)cc2[N+](=O)[O-])n1
  1%	-4%	-6%	·	3	-22%
> O=C(O)C1CCCCC1C(=O)N1CC=C(c2ccccc2)CC1 (configuration not stated)
  -1%	-23%	-10%	-17%	-30	-34%
> Cc1cccc(N2CCN(C(=O)C3CCN(C(=O)c4cc5sccc5n4C)CC3)CC2C)c1 (configuration not stated)
  ·	-3%	·	1%	-84*	·
> Cn1cc(S(=O)(=O)N2CCN(c3cccc(Cl)c3)CC2)c(=O)n(C)c1=O
  5%	9%	12%	2%	?	41%
> O=C(NCCN1CCOCC1)c1cc2n(n1)C(C(F)(F)F)CC(c1ccc(F)cc1)N2 (configuration not stated)
  3%	-12%	0%	-10%	12	101%[activator]
> CCOC(=O)C1CCCN(C(=O)c2cc3c(=O)n4ccccc4nc3s2)C1 (configuration not stated)
  ·	4%	-2%	5%	3	-14%
> Cc1cccc(NC(=O)c2c(O)c3ccccc3n(C)c2=O)c1
  2%	-10%	?	-5%	127	-16%
> O=C(CCNC(=O)Cn1cnc2ccccc2c1=O)NCC1COc2ccccc2O1 (configuration not stated)
  -3%	?	5%	8%	3	-9%
> Cc1ccc(CSc2nnc(-c3cccnc3)n2N)cc1
  0%	-2%	-2%	-21%	-24	-20%
> Cc1ccc(CNc2nc3c(S(=O)(=O)c4ccc(C)c(C)c4)nnn3c3ccc(Cl)cc23)cc1
  ·	19%	·	-2%	9	·

Remaining list, next part:
Values run as follows: FBPA Giardia inh	AmpC inh detg	HCV inh	Sm TGR inh	HCMV inh	AmpC inh no detg
> O=C(c1ccc(F)cc1)N1CCOC(c2nc(-c3ccc(F)cc3)no2)C1 (configuration not stated)
  ·	-4%	?	-4%	23	8%
> CCCN=C1N/C(=C\c2ccco2)C(=O)N1c1ccccc1
  -11%	-2%	-27%	40µM*	-34	-28%
> CCCC(=O)Nc1ccc2oc(-c3ccc(O)c(Br)c3)nc2c1
  ·	12%	·	6%	95	·
> CC(=O)n1cc(Nc2ccccc2C(=O)O)c2ccccc21
  4%	-8%	3%	-12%	42	-20%
> Cc1cc(C(=O)OCC(=O)N(CC(C)C)c2c(N)n(Cc3ccccc3)c(=O)[nH]c2=O)c2ccccc2n1
  ·	-10%	?	-8%	22	0%
> Fc1ccc(-n2cc(-c3ccccc3)c3c(NC4CCCCC4)ncnc32)cc1
  ·	-4%	·	2%	7	·
> Cc1ccc(NC(=O)C(=O)NCC(c2cccnc2)N2CCN(c3ccccc3F)CC2)cc1Cl (configuration not stated)
  ·	-2%	·	21%	2	·
> CCC(NC(=S)Nc1ccccc1)C(=O)O (configuration not stated)
  -1%	-9%	1%	2%	-5	-13%
> CCOC(=O)c1ccccc1-c1csc(NS(=O)(=O)c2ccc(Cl)cc2)n1
  29%	4%	3%	29%	15	-34%
> O=C(CSc1ccccn1)Nc1ccc(F)c([N+](=O)[O-])c1
  0%	1%	-8%	-18%	15	-32%
> CC(CN1CCCC1)OC(=O)c1ccc(Cl)cc1 (configuration not stated)
  ?	2%	-9%	-22%	3	-23%
